Assay outcomes: PubChem BioAssay, National Center for Advancing Translational Sciences (NCATS)
RECQ1 helicase = qHTS Assay for Inhibitors of RecQ-Like Dna Helicase 1 (RECQ1) | ATP-dependent DNA helicase Q1 (Homo sapiens), P46063 | RECQ1 DNA unwinding, red fluorescence kinetic read | Potency, µM (highest dose often 57.3 µM), for the others: at the highest dose activity, negative = inhibition, hits mostly inhibitors | 0.54% of 240,000 active | AID 2549, 2010;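 note: plate controls were vehicle for no effect and no enzyme for full effect; nearly all actives have a fitted effect of over 30% in size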
Target sequence (P46063 whole entry, looked up): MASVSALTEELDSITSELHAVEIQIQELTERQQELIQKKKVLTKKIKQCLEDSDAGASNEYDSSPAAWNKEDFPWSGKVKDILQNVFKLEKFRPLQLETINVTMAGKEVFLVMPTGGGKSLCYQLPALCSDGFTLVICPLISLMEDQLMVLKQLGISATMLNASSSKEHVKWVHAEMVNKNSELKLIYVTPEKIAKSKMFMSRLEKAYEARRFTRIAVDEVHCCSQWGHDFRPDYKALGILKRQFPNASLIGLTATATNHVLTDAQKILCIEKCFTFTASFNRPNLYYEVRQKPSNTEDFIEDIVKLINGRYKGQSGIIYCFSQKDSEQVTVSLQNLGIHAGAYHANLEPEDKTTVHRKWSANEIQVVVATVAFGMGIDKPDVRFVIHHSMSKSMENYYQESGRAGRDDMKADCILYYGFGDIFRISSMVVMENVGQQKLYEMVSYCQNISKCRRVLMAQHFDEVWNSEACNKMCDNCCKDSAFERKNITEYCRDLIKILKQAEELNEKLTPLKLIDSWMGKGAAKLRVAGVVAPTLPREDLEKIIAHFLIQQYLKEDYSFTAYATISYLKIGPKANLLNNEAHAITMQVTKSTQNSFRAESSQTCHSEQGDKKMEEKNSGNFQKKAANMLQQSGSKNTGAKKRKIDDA
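50 nM RECQ1T1 preincubated 15 min with compound in Tris pH 8.0 buffer with MgCl2, DTT, Tween-20 and 2.5 ug/ml poly(dI-dC); started with 200 nM TAMRA/BHQ-2 forked duplex and 2 mM ATP. Unwinding read as fluorescence (525/598 nm), two reads 2 h apart.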
SMN2 splice up = qHTS Assay for Enhancers of SMN2 Splice Variant Expression. Potency, µM (series often up to 46.1 µM), for inactives: at the highest dose activity change, positive = activation, usual class: activators. HEK293 SMN2-luciferase splicing reporter, luminescence, 30-36 h. 2.8% of 210,000 active; note: % of control where 0% means no effect; nearly all actives have a fitted effect of over 55% in size
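HEK293 cells carry an SMN2 […]–luciferase reporter in which exon 7 inclusion puts luciferase in frame. Cells were plated 10-12 h before compound addition, then incubated 30-36 h at 37C. ONE-Glo luminescence was read; sodium butyrate at 4.5 mM final served as control.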
TRb SRC2 PPI = qHTS for Inhibitors of the Interaction of Thyroid Hormone Receptor and Steroid Receptor Coregulator 2; Thyroid hormone receptor beta (Homo sapiens), P10828; TRbeta-SRC2 peptide binding, fluorescence polarization; receptor liganded with 1 µM T3; Potency, µM (series often up to 106 µM), for inactives: at the highest dose activity change, negative = inhibition, hits mostly inhibitors; 0.065% of 280,000 active; AID 1469, 2008;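 note: plate controls were bound peptide for no effect and peptide without receptor for full effect; nearly all actives have a fitted effect of over 50% in size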
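Human TRb LBD (0.6 uM) plus Texas Red-labeled SRC2 peptide (20 nM), 1uM T3, 5% DMSO, 5 hr at ambient temperature. Decreased polarization (555/632 nm) flags inhibition; data normalized to free and bound peptide controls.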
ALDH1A1 inh = qHTS Assay for Inhibitors of Aldehyde Dehydrogenase 1 (ALDH1A1); Aldehyde dehydrogenase 1A1 (Homo sapiens), P00352; Purified ALDH1A1, NADH fluorescence, propionaldehyde substrate; Potency, µM (doses to about 75.3 µM), for inactives: top-dose activity, negative = inhibition, most hits filed as inhibitors; 7.3% of 220,000 active; active = well fitted inhibition curve with a large enough effect, not every such curve was filed as active; inconclusive = small, poorly fitted or top-dose-only effect, or another doubt; inactive = no such curve, though single readings can be large or run the other way;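 note: plate controls were no enzyme wells and a reference inhibitor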
Lamin A splicing = qHTS Assay for Modulators of Lamin A Splicing. 0.01% of 200,000 active. HeLa LMNA splicing GFP/RFP minigene ratio, 48 h. Potency, µM (highest dose often 46.1 µM), without a hit: at the top dose ratio change, negative = inhibition, usual class: inhibitors; active = well fitted inhibition curve with a large enough effect in the signal ratio, with a control signal flat, not every such curve was filed as active; inconclusive = small, poorly fitted or top-dose-only effect, or effect the other way, or a change in a side signal; the % refers to the signal ratio; note: % is set by controls: 0 for no effect and ±100 for the full control effect
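S3 HeLa stable clones carrying a lamin A-EGFP splicing minigene plus DsRed2 were seeded at 600 cells/well in Opti-MEM with 2% FBS, pin-dosed and incubated 48 h at 37°C. Acumen cytometry (488 nm) gave the GFP/RFP total-intensity ratio.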
TR SRC2 fluor cs = Total Fluorescence Counterscreen for Inhibitors of the Interaction of Thyroid Hormone Receptor and Steroid Receptor Coregulator 2. TRb/SRC2 Texas Red total fluorescence interference. Potency, µM (highest dose often 106 µM), inactives show top-dose fluorescence change, negative = quenching. 0.29% of 280,000 active. AID 1479, 2009; active = well fitted curve in either direction with a large enough effect; inconclusive = small, poorly fitted or top-dose-only effect; note: % is set by controls: 0 for no effect and ±100 for the full control effect
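Human TRb ligand-binding domain at 0.6 uM with 20 nM Texas Red SRC2 peptide in Tris buffer containing 1 uM T3 and 5% DMSO, incubated with compound 5 h at ambient temperature. Total fluorescence (555/632 nm) calculated as parallel + 2 × perpendicular.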
KDM4E inh = qHTS Assay for Inhibitors of Human Jumonji Domain Containing 2E (JMJD2E); Lysine-specific demethylase 4E (Homo sapiens), B2RXH2; JMJD2E catalytic domain, FDH-coupled NADH fluorescence (FDH is formaldehyde dehydrogenase); Potency, µM (highest dose often 57.1 µM), for the others: top-dose activity change, negative = inhibition, most hits filed as inhibitors; 1.6% of 230,000 active; active = well fitted inhibition curve with a large enough effect, not every such curve was filed as active; inconclusive = small, poorly fitted or top-dose-only effect, or another doubt; inactive = no such curve, though single readings can be large or run the other way;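 note: 0% = wells with enzyme and -100% = buffer wells without enzyme; nearly all actives have a fitted effect of over 50% in size; many of its hits are not listed in these tables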
GoLoco inh red = qHTS Assay for Inhibitors of RGS12 GoLoco Motif Activity (Red Fluorophore) | AID 880, 2007 | Gai1:RGS12 GoLoco peptide FP, rhodamine, 10 min | Potency, µM (series often up to 61.6 µM), inactives show at the top dose activity, negative = inhibition, hits mostly inhibitors | 0.44% of 230,000 active; active = well fitted inhibition curve with a large enough effect, not every such curve was filed as active; inactive = no such curve, though single readings can be large or run the other way; note: % is set by controls: 0 for no effect and ±100 for the full control effect; nearly all actives have a fitted effect of over 30% in size; many of its hits are not listed in these tables
Target sequence (P63096 whole entry, looked up): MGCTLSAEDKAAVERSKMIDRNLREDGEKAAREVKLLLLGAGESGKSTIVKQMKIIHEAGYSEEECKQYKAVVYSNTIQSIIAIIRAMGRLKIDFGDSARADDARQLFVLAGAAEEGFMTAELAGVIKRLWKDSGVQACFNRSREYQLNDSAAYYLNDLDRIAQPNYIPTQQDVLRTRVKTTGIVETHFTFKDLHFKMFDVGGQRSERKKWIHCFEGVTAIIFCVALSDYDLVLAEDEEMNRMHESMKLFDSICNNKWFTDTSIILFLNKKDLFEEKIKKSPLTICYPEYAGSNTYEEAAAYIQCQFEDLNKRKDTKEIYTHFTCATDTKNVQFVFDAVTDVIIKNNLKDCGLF
An asterisk follows results filed as active; i = inactive; u = inconclusive; x = no result given; & = joins results of further samples; [ ] = another dose, or the depositor's remark. Unless noted, calls come from the whole dose curve; as a rule, active = well fitted curve in the direction sought with a large enough effect; inconclusive = small, poorly fitted or top-dose-only effect, or another doubt; inactive = no such curve, though single readings can be large; an effect the other way counts as inactive or inconclusive. Potency is the fitted concentration of half-maximal effect. The list is partial, so the mix of outcomes need not match the whole.

Values run as follows: RECQ1 helicase | SMN2 splice up | TRb SRC2 PPI | ALDH1A1 inh | Lamin A splicing | TR SRC2 fluor cs | KDM4E inh | GoLoco inh red
> Cc1ccc2c(Cn3cc(C(F)(F)F)cc(Cl)c3=O)cc(=O)oc2c1
    -3% | 8% | 2% | -4% | u | 0% | 6% | -10%
> C/C(=N\NC(=O)Cn1nnc2ccccc21)c1ccco1
    i | x | 3%[53 µM] | 8% | 9%[46 µM] | -1%[53 µM] | 11% | 10%
> COC(=O)c1ccc2c(=O)n(CCCCCC(=O)NCc3ccccc3)c(=O)[nH]c2c1
    5% | -8% | -1%&-1% | u | 27%[46 µM] | -3%&-3% | u | 4%
> CN(C)S(=O)(=O)c1cccc(C(=O)N2CCN(Cc3ccccc3)CC2)c1
    0% | -13% | -5% | u | 2% | -4% | 6% | -5%
> COc1ccc(C(=O)Nc2ccc(C)cc2C(=O)c2ccccc2)c(OC)c1
    -14% | -39%[inhibitor] | -6% | -6% | u | -3% | 7% | 5%
> COc1ccc(OC)c(NS(=O)(=O)c2cc(OC)ccc2OC)c1
    i | 9% | -2% | 1% | 7% | 1% | -2% | 1%
> CCN(CC)S(=O)(=O)c1ccc2nc(COC(=O)c3n[nH]c4ccccc34)[nH]c2c1
    i | 19% | 0% | 7% | -7% | 1% | u | 13%
> O=C(O)c1ccc(-n2cccc2)cc1O
    -4% | 9% | 9% | u | 12% | 0% | u | 5%
> Cc1cccc(-n2ccnc2CN2CCN(C(C)C)C(CCO)C2)c1 (stereo not drawn)
    -1% | x | 1% | x | x | 1% | -2% | -2%
> CN(C)c1ccc(C(c2nnnn2C(C)(C)C)N2CCc3ccccc3C2)cc1 (stereo not drawn)
    -3% | -4% | 2% | -8% | 7% | -4% | -11% | -3%
> CCOC(=O)c1cc([N+](=O)[O-])sc1NC(=O)CC
    i | 7% | -3% | u | u | 2% | -3% | -13%
> COc1ccc(N(CC(=O)NC2CCCC2)C(=O)Cn2nnc(-c3ccc(C)cc3)n2)cc1OC
    -6% | -2% | 4% | 9% | -4% | 1% | 3% | 1%
> O=C(Nc1nnc(-c2ccccc2SCc2ccccc2)s1)Nc1ccccc1F
    -1% | 7% | -13% | -5% | 4% | 0% | -9% | 9%
> O=C(CSc1ncccn1)NC1CCCc2ccccc21 (stereo not drawn)
    -15% | -2% | -4% | -3% | x | -2% | 2% | 16%
> O=C1CC(c2ccccc2)C(C(=O)Nc2ccccc2F)N1 (stereo not drawn)
    -1% | -4% | -2% | 22% | u | 0% | 4% | -5%
> O=C(NCCc1c[nH]c2ccccc12)/C(=C/c1cccnc1)NC(=O)c1ccco1
    -1% | x | 5% | u | x | 1% | -12% | 21%
> O=C(C1CCN(C2CC(=O)N(c3ccc(F)cc3)C2=O)CC1)N1CCOCC1 (stereo not drawn)
    1% | 22% | -12% | 7.1µM* | 2% | -3% | 7% | -4%
> CCc1ccc(C(=O)COC(=O)C(CCSC)NC(=O)C23CC4CC(CC(C4)C2)C3)cc1 (stereo not drawn)
    -3% | -2% | -7% | 0% | -5% | -2% | -23% | -2%
> CC1=N/C(=C/c2cccnc2)C(=O)O1
    -3% | -18% | -5% | 10% | x | 1% | -4% | 2%
> CCN(c1cccc(C)c1)c1ncnc2nc[nH]c12
    i | -8% | -3% | 7% | -13% | -2% | -1% | 7%
> COc1cccc2c1OCC(C(=O)OCc1cccnc1)=C2
    i | -4% | -5% | u | 10%[46 µM] | 3% | -3% | 5%
> COc1ccc(C(=O)Nc2cccc(C(=O)N3CCCC3)c2)cc1
    2% | u | -10% | u | 3% | 1% | -5% | 9%
> COC(=O)c1c(NC(=O)C(C)C)sc2c1C(C(=O)OC)CC2 (stereo not drawn)
    -1% | -11% | -2% | u | -10% | -1% | u | 2%
> COc1cc(/C=N/N(C)C)cc(Br)c1O
    -2% | x | -6% | x | x | -1% | -26% | -30%
> Cc1nc2ccccn2c1C(=O)NCc1ccc2c(c1)OCO2
    4% | -38%[inhibitor] | 8% | 1% | u | 0% | -5% | 4%
> Cc1nc(NCCc2cnc[nH]2)c2oc3ccccc3c2n1
    11% | 4% | -3% | -1% | 11% | 2% | -26% | 8%
> Cc1ccc(NC(=O)C2C(C(=O)O)C3C=CC2C32CC2)cc1 (stereo not drawn)
    -8% | -18% | -3% | 1% | 4% | -3% | -4% | 1%
> CCCCn1nnc(NC(=O)c2ccc(-c3ccccc3[N+](=O)[O-])o2)n1
    i | 24% | -4% | u | -3%[46 µM] | -1% | -6% | -6%
> CCc1ccc(N(C(=O)CNC(=O)c2cccs2)C(C(=O)NC(C)(C)C)c2cc(OC)c(OC)c(OC)c2)cc1 (stereo not drawn)
    3% | 9% | 0% | 2% | 3% | -2% | -4% | 4%
> CCOC(=O)c1c[nH]c2c(C)ccc(Cl)c2c1=O
    i | 5% | -2% | 8% | -13%[46 µM] | -2% | 1% | 12%
> CCOc1ccccc1NC(=O)c1nc[nH]c1C(=O)Nc1ccccc1OCC
    2% | -7% | 7% | u | 2% | 0% | -18% | 8%
> COc1ccccc1C(=O)Nc1ccc(C(=O)c2ccccc2)cc1
    18% | -5% | 4% | u | -10%[9.22 µM] | -5% | -6% | 9%
> CCCC(=O)Nc1nc(-c2ccc(Cl)s2)cs1
    i | -13% | -6% | 17% | x | 2% | 0% | -2%
> COc1ccccc1S(=O)(=O)CC(O)COc1ccc(F)cc1Cl (stereo not drawn)
    i | -14% | -5% | 6% | -3%[46 µM] | -3% | -5% | 3%
> CCOC(=O)c1cc2sccc2n1Cc1ccccc1
    -3% | -8% | -7% | u | -1% | -5% | -7% | 8%
> O=C1/C(=C\c2ccc(-c3ccccc3[N+](=O)[O-])o2)C(c2ccccc2)=NN1c1ccccc1
    -25% | -8% | 12% | -11% | u | -26% | -18% | -3%
> CC(C)(/C=N/O)/[N+]([O-])=C/c1ccco1
    10% | -14% | -2% | -3% | 3% | -4% | 3% | 0%
> CC(C)OP(=O)(CCP(=O)(OC(C)C)OC(C)C)OC(C)C
    i | x | 0% | x | x | -1% | 4% | 5%
> CCOc1cc(N2CCOCC2)c(OCC)cc1NC(=O)Cc1cccc(OC)c1
    -9% | x | 1% | -3% | 9% | 6% | -15% | x
> O=C(/C=C/c1ccc(Cl)cc1)N1CCN(c2ccc([N+](=O)[O-])c(N3CCOCC3)c2)CC1
    -12% | -70%[inhibitor] | -16% | u | u | -1% | -18% | 2%
> COc1ccc(C2=NN(C(=O)CN3CCCCC3)C(c3ccc(OC)cc3)C2)cc1 (stereo not drawn)
    -9% | x | 3% | x | x | 0% | u | 5%
> CC(=O)N(C(C)=O)n1c(/C=C/c2cccc([N+](=O)[O-])c2)nc2ccccc2c1=O
    -5% | x | 1% | -2% | 19%[46 µM] | -2% | -2% | 6%
> Nc1ncnc2c1ncn2[C@@H]1O[C@H](C(=O)NC2CC2)[C@H](O)[C@H]1O
    -12% | 14% | 7% | 3% | -8% | 0% | -4% | 16%
> Nc1nc2ccccc2nc1N
    -7% | 16% | -21% | u | -9% | 1% | 3.2µM* | -33%
> CCOc1ccc(-c2nn[nH]n2)cc1
    i | 28% | -12% | 18% | 8% | 1% | -2% | -9%
> COC(=O)C(C)Oc1cc(OC(C)C(=O)OC)c2c(C)c(Cl)c(=O)oc2c1 (stereo not drawn)
    0% | 8% | -3% | u | -21%[46 µM] | -6% | u | -5%
> O=C(/C=C/c1cc([N+](=O)[O-])ccc1OC(F)F)Nc1cccc([N+](=O)[O-])c1
    -5% | x | 15% | x | x | 1% | -2% | -3%
> CCCOc1ccc(-c2nn(-c3ccccc3)cc2/C=C2\SC(=S)N(C3CCS(=O)(=O)C3)C2=O)cc1 (stereo not drawn)
    -1% | 0% | -8% | -4% | 2% | 0% | 10% | 40%[activator]
> Cc1cnc2c(C(=O)O)cnn2c1
    -1% | -4% | -2% | -5% | x | -4% | -23% | 3%
> COc1cc(Cn2c(-c3nonc3N)nc3ccccc32)ccc1C
    -10% | -25% | 2% | 5% | u | -2% | 8% | 5%
> O=C(O)c1ccc(-n2cccc2/C=C2/NC(=O)N(c3ccccc3)C2=O)cc1
    25µM* | x | -4% | x | x | -3% | -29% | -9%
> COCCn1c(-c2ccccc2F)n[nH]c1=S
    -13% | -2% | -15% | u | 22% | 0% | -18% | -6%
> Cc1ccc2oc3c(c(=O)c2c1)C(c1cccc(O)c1)N(c1ccccn1)C3=O (stereo not drawn)
    -3% | -43%[inhibitor] | 15% | u | u | -2% | 2% | 1%
> Cc1nc(Nc2ccc(Cl)cc2Cl)sc1C(=O)Nc1ccccc1
    -11% | -12% | 1% | u | u | -4% | u | 0%
> Cc1ccccc1Cn1nc(C)c(NC(=O)C2(C)CC2(Cl)Cl)c1C (stereo not drawn)
    -4% | -12% | 1% | 5% | 0% | 1% | -3% | -1%
> Cc1ccc(C)c(CN2C(=O)c3ccccc3S(=O)c3ccc(C(=O)N4CCN(c5ccccn5)CC4)cc32)c1 (stereo not drawn)
    -11% | 4.5µM* | -3% | 10% | x | -3% | -12% | 3%
> Cc1ccc(C(=O)N2C(=O)C(c3ccccc3)Oc3ccccc32)cc1 (stereo not drawn)
    -7% | x | 0% | x | x | -1% | -3% | -8%
> CC(C)C(=O)N1CCN(c2ccc(NC(=O)c3ccc4c(c3)OCCO4)cc2)CC1
    -7% | x | 0% | u | 6%[46 µM] | 1% | u | 8%
> CCOc1ccc(/C=N/Nc2ccc(C(F)(F)F)cc2[N+](=O)[O-])cc1O
    4% | -37% | -13% | 7% | -9% | 0% | -4% | -5%
